Source: PubChem
Mdm2 MdmX PPI – disrupts the human Mdm2-MdmX interaction | 330,000 compounds, 3% hits | SaOS-2 split-luciferase Mdm2/MdmX complementation, luminescence | inhibition, % at 8 µM | O15151+Q00987;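 active = inhibition of at least 50% at 8 µM in the primary screen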
Target sequence (O15151 whole entry, looked up): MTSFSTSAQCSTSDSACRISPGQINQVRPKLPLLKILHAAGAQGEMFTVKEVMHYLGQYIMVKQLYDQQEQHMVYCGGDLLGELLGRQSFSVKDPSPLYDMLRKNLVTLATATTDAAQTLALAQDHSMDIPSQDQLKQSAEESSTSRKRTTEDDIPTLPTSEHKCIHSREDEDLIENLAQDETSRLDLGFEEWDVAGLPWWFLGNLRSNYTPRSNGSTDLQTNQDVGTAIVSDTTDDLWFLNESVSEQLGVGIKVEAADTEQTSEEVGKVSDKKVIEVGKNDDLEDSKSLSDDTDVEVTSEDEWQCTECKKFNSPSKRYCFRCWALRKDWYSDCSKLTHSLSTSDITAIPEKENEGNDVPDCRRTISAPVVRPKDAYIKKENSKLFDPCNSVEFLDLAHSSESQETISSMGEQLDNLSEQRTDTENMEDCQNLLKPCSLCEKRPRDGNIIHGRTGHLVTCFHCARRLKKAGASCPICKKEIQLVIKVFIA
Target sequence (Q00987 whole entry, looked up): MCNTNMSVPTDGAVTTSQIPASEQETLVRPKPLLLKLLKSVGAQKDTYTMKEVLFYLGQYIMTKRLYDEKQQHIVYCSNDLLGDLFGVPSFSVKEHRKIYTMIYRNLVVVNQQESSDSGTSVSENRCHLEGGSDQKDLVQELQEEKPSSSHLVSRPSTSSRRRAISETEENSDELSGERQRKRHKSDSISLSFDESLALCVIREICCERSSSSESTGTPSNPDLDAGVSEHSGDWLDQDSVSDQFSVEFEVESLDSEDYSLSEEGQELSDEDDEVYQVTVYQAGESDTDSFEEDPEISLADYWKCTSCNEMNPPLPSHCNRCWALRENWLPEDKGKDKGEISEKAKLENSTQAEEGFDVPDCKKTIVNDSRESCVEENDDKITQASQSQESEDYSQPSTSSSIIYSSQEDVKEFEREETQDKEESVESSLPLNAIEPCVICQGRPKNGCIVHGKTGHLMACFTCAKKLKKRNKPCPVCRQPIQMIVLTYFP
UPR XBP1 act – adaptive UPR (XBP1) activation; activation, % at 20 µM; 330,000 compounds, 0.33% hits; CHO-XBP1 luciferase reporter, IRE1-XBP1 UPR activation, luminescence; percent of tunicamycin response, DMSO as zero;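 active = versus positive control, 20 µM dose yields 30% or more activation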;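 note: 100% = tunicamycin at 10 µg/mL and 0% = DMSO only wells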
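incubation = overnight seeding at 37 °C, 6 h compound treatment at 37 °C | assay system = CHO-XBP1 cells stably carrying IRE1-XBP1-driven luciferase reporter | input = 1000 cells per well | detection = luciferase luminescence | dosing = single point, 20 µM final compound, 1% DMSO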
tim23-1 inh – growth inhibitors of tim23-1 mutant yeast. AID 463212. 330,000 compounds, 1.3% hits. inhibition, % at 20 µM. S. cerevisiae tim23-1 growth, BacTiter-Glo luminescence, 24 h;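 active = growth inhibition of the mutant yeast at or above 50%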;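 note: temperature-sensitive mutant grown at 25 °C; plate controls were DMSO-treated mutant yeast for no effect and medium wells lacking yeast for full effect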
UPR CHOP act – apoptotic UPR (CHOP) activation; 330,000 compounds, 0.34% hits; AID 449763; CHO-CHOP luciferase reporter, luminescence; percent of tunicamycin response over DMSO baseline; activation, % at 10 µM;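 active = at 10 µM dose, activation of 40% or more, normalized to positive control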;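 note: 100% = tunicamycin at 10 µg/mL and 0% = DMSO alone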
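Test system: CHO CHOP reporter cells. Input: 500 CHO-CHOP cells per well. Medium: F12 with 10% FBS. Technique: luciferase luminescence. Measure: percent activation relative to tunicamycin control. Dosing: 10 µM compound, 0.5% DMSO. Timing: 16-18 h cell attachment, then 6 h compound exposure, 37 °C.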
APJ ag – APJ receptor agonism; P35414; CHO-K1 APJ PathHunter beta-arrestin, luminescence; 0% DMSO wells, 100% apelin; activation, % at 20 µM; 330,000 compounds, 0.11% hits; AID 2520;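 active = activation more than six SD over the plate average, tested at 20 µM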;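 note: 0% = DMSO alone and 100% = apelin-13 at 10 nM; some results filed as inactive read as strong as hits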
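Assay system – PathHunter CHO-K1 APJ (AGTRL-1) beta-arrestin reporter cells · Compound – one dose, 20 µM compound, 1% DMSO · Timing – compound 90 min 25 °C, reagent 1 h · Measured by – luminescence from split beta-galactosidase complementation, Galacton Star/Emerald II substrate · Measure – beta-arrestin recruitment to APJ as agonist activity, luminescent signal · Benchmarks – DMSO vs Apelin-13 10 nM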
TIM10 inh – TIM10 yeast growth inhibition; S. cerevisiae TIM10 strain growth, BacTiter-Glo luminescence, 24 h; 330,000 compounds, 1.4% hits; AID 463195; inhibition, % at 10 µM;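 active = inhibition of 40% or more at the single tested concentration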;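 note: wild-type TIM10 isogenic control strain grown at permissive 25 °C; 0% = DMSO yeast wells and 100% = minimal medium wells without yeast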
tim10-1 inh – inhibits growth of tim10-1 mutant yeast; inhibition, % at 20 µM; S. cerevisiae tim10-1 ts strain growth, BacTiter-Glo, 24 h; 330,000 compounds, 2.2% hits; AID 463190;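 active = inhibition of at least 40%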;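 note: mutant grown at 25 °C; 0% = DMSO wells with yeast and 100% = wells holding no yeast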
CXCR6 block – blocks human CXCR6 beta-arrestin recruitment. O00574. CHO-K1 PathHunter CXCR6 beta-arrestin, luminescence. inhibition, % at 20 µM. 360,000 compounds, 0.36% hits. AID 602244; in the data active = inhibition above about 34%, passing the limit was not always enough;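 note: antagonist mode with CXCL16 agonist at 10 nM final; 0% = 10 nM CXCL16 with DMSO and 100% = unstimulated wells without agonist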
APJ antag – antagonists of human APJ apelin receptor. inhibition, % at 20 µM. AID 2521. 330,000 compounds, 0.32% hits. CHO-K1 APJ beta-arrestin complementation, luminescence. P35414;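 active = inhibition above about 40% at 20 µM, limit read from the data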;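 note: cells challenged with 10 nM apelin-13 agonist together with compound; plate controls were apelin-13 plus DMSO wells for no effect and DMSO wells lacking apelin-13 for full effect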
An asterisk follows results filed as active; nt = not tested or not shown. Some of the compounds tested; count on the stated rates, not on these rows.

SMILES	Mdm2 MdmX PPI	UPR XBP1 act	tim23-1 inh	UPR CHOP act	APJ ag	TIM10 inh	tim10-1 inh	CXCR6 block	APJ antag
O=C1NC(=Nc2cccc(O)c2)S/C1=C\c1cccc([N+](=O)[O-])c1	-3.9	19.2	-7.9	5.7	1.5	3.5	-5.8	8.8	12.2
CCC(=O)N1CCc2cc(S(=O)(=O)CCC(=O)O)ccc21	1.8	-3.1	12.2	3.4	-2.2	-6.2	0.4	0.7	-1.2
Cc1nnnn1/C(=C\c1ccccc1)C(=O)OCC(=O)NC1CCCCC1	62.4*	-3.1	54.0*	3.9	16.2	40.8*	46.9*	0.9	-7.3
CC(C)CC(CO)N1CCN(C(=O)c2ccc(Cl)c(Cl)c2)CCC1=O (stereo unspecified)	1.3	-1.1	-4.3	0.9	-0.7	-1.1	-17.1	3.0	-1.4
Cc1nc2ccc(N)cc2c(=O)n1Cc1ccc(Cl)cc1	-1.2	-1.1	-0.9	6.2	5.3	1.2	23.3	-12.8	2.8
CCOC(=O)C1=C(CSCc2ccccc2)NC(=O)NC1c1cc(C)ccc1C (stereo unspecified)	23.6	-1.5	33.7	0.4	-5.1	34.8	32.5	-3.4	6.1
O=S(=O)(NC1=NCCC1)c1cccc(NS(=O)(=O)c2ccc(F)c(Cl)c2)c1	-24.1	-2.4	8.4	-0.8	-2.7	7.3	-10.7	4.4	17.3
Cc1oc(-c2cccs2)nc1CN1CCN(C(C)C)C(CCO)C1 (stereo unspecified)	-3.0	-1.8	2.6	-0.6	-1.8	5.7	-11.2	2.0	-0.9
O=C(NNC(=O)c1cccc(Cl)c1)NNC(=O)c1cccc(Cl)c1	18.1	-0.6	10.6	0.6	-1.1	-4.3	6.8	-0.9	0.6
CCOC(=O)Nc1ccccc1N1C(=O)c2ccccc2C1=O	12.6	-1.0	4.8	0.9	-1.4	5.0	14.1	-3.2	-19.6
Cc1ccc2oc(=O)c3cnn(CC(=O)N4CCCCC4C)c3c2c1 (stereo unspecified)	18.8	-2.4	10.5	0.0	-2.9	-3.9	10.6	-2.5	11.2
CN(C)S(=O)(=O)c1ccc(NC(=O)Cn2c(-c3ccccc3)noc2=O)cc1	-3.5	-2.4	14.1	-0.8	-4.5	14.5	10.4	-2.8	-19.0
Cc1ccc(S(N)(=O)=O)cc1NC(=O)/C=C/c1ccc2c(c1)OCO2	11.3	-3.1	7.0	1.3	-1.8	9.1	8.0	-4.1	10.9
CCOC(=O)c1nnn(-c2nonc2N)c1-c1ccc(Br)cc1	-16.4	-0.5	38.1	-0.5	-4.0	25.0	15.5	1.1	-21.3
COCCNc1nc2ccccc2nc1NS(=O)(=O)c1ccc(C)cc1C	3.2	-2.6	28.1	0.8	2.4	3.6	27.2	0.7	2.8
COc1ccccc1C(=O)NCCC(=O)NCC(c1ccccc1OC)N1CCCC1 (stereo unspecified)	4.3	-1.7	1.7	-1.0	4.2	-6.9	1.2	4.6	0.9
Cc1cc2nnc(SCC(=O)N3CCOCC3)n2c2ccccc12	-2.4	-5.2	-3.0	-1.4	-3.4	2.0	-5.4	-5.3	-7.4
CCCCNC(=O)[C@H](CSCc1ccccc1)N1Cc2ccccc2C1=O	23.5	-2.2	27.1	-2.0	-1.0	19.7	26.7	0.3	-15.8
CC(=O)c1ccc(N2CCN(C(=O)c3noc4c3CSc3ccccc3-4)CC2)cc1	50.6*	-2.9	-12.6	4.9	-1.3	-1.3	4.0	-3.3	-7.9
NC(=O)c1ccc(-n2nnnc2SCc2ccc(F)cc2)cc1	8.2	-0.4	-5.1	-0.4	-1.0	-1.8	11.1	0.4	-6.2
O=C(NCc1cccnc1)NC1(c2ccccc2)CC1	16.8	-1.5	3.4	-2.2	-0.2	-2.0	5.2	2.3	11.5
CC1(C)Cc2c(c(N3CCCC3)nc3sc4c(N5CCNCC5)ncnc4c23)CO1	57.5*	9.4	0.7	3.7	-1.3	10.5	-3.8	nt	0.9
CC(=O)Oc1ccccc1C(=O)N1CCN(S(=O)(=O)c2ccc3ccccc3c2)CC1	-2.0	-5.0	23.1	0.9	-2.1	24.7	21.1	4.5	8.9
O=C(N/N=C/c1cn(-c2ccccc2)nc1-c1ccc(F)cc1)c1ccc2c(c1)OCO2	28.7	0.6	22.0	2.6	0.0	-13.4	26.8	8.2	-24.5
Clc1ccccc1CSc1nnc(-c2ccccn2)n1Cc1ccco1	18.2	1.5	52.2*	6.0	0.6	9.1	31.0	10.9	17.9
S=C1NC2=C(CCC/C2=C\c2ccc(Cl)cc2)C(c2ccc(Cl)cc2)N1 (stereo unspecified)	0.4	3.9	13.2	2.9	-0.1	21.5	34.6	0.9	10.7
CCN(Cc1ccccc1)C(=O)CCCOc1ccccc1	2.4	2.8	0.3	3.5	-3.2	-20.2	2.2	0.3	13.1
CC1CCc2[nH]c3ccc(C(=O)Nc4ccc(C(=O)N(C)C)cc4)cc3c2C1 (stereo unspecified)	10.4	-0.9	3.4	1.5	-8.0	9.2	-2.5	-2.5	4.4
O=C(C1=C[C@@H](c2ccc(C(F)(F)F)cc2)C[C@@H](OCc2ccc(CO)cc2)O1)N1CCOCC1	13.9	0.2	17.5	1.1	-5.4	14.2	0.2	1.2	11.5
CN=C(NC1CCCCC1)c1ccc(Cl)cc1	12.4	-2.9	-7.2	-3.4	-3.5	-5.8	-11.5	6.7	21.7

Laid out differently: results already given
| canonical_smiles | Mdm2 MdmX PPI | UPR XBP1 act | tim23-1 inh | UPR CHOP act | APJ ag | TIM10 inh | tim10-1 inh | CXCR6 block | APJ antag |
| --- | --- | --- | --- | --- | --- | --- | --- | --- | --- |
| CCOC(=O)Nc1ccccc1N1C(=O)c2ccccc2C1=O | 12.6 | -1.0 | 4.8 | 0.9 | -1.4 | 5.0 | 14.1 | -3.2 | -19.6 |
| Cc1ccc2oc(=O)c3cnn(CC(=O)N4CCCCC4C)c3c2c1 (stereo unspecified) | 18.8 | -2.4 | 10.5 | 0.0 | -2.9 | -3.9 | 10.6 | -2.5 | 11.2 |
| CN(C)S(=O)(=O)c1ccc(NC(=O)Cn2c(-c3ccccc3)noc2=O)cc1 | -3.5 | -2.4 | 14.1 | -0.8 | -4.5 | 14.5 | 10.4 | -2.8 | -19.0 |
| Cc1ccc(S(N)(=O)=O)cc1NC(=O)/C=C/c1ccc2c(c1)OCO2 | 11.3 | -3.1 | 7.0 | 1.3 | -1.8 | 9.1 | 8.0 | -4.1 | 10.9 |
| CCOC(=O)c1nnn(-c2nonc2N)c1-c1ccc(Br)cc1 | -16.4 | -0.5 | 38.1 | -0.5 | -4.0 | 25.0 | 15.5 | 1.1 | -21.3 |
| COCCNc1nc2ccccc2nc1NS(=O)(=O)c1ccc(C)cc1C | 3.2 | -2.6 | 28.1 | 0.8 | 2.4 | 3.6 | 27.2 | 0.7 | 2.8 |
| COc1ccccc1C(=O)NCCC(=O)NCC(c1ccccc1OC)N1CCCC1 (stereo unspecified) | 4.3 | -1.7 | 1.7 | -1.0 | 4.2 | -6.9 | 1.2 | 4.6 | 0.9 |
| Cc1cc2nnc(SCC(=O)N3CCOCC3)n2c2ccccc12 | -2.4 | -5.2 | -3.0 | -1.4 | -3.4 | 2.0 | -5.4 | -5.3 | -7.4 |
| CCCCNC(=O)[C@H](CSCc1ccccc1)N1Cc2ccccc2C1=O | 23.5 | -2.2 | 27.1 | -2.0 | -1.0 | 19.7 | 26.7 | 0.3 | -15.8 |
| CC(=O)c1ccc(N2CCN(C(=O)c3noc4c3CSc3ccccc3-4)CC2)cc1 | 50.6* | -2.9 | -12.6 | 4.9 | -1.3 | -1.3 | 4.0 | -3.3 | -7.9 |
| NC(=O)c1ccc(-n2nnnc2SCc2ccc(F)cc2)cc1 | 8.2 | -0.4 | -5.1 | -0.4 | -1.0 | -1.8 | 11.1 | 0.4 | -6.2 |

Later entries.
SMILES	Mdm2 MdmX PPI	UPR XBP1 act	tim23-1 inh	UPR CHOP act	APJ ag	TIM10 inh	tim10-1 inh	CXCR6 block	APJ antag
COc1ccccc1CNC(=O)Cn1cc(Br)ccc1=O	-1.9	1.1	6.8	1.1	-3.1	-11.3	-0.8	-3.7	-11.1
CCCN1CCN(c2ncnc3scc(C4COc5ccccc5O4)c23)CC1 (stereo unspecified)	23.1	0.3	23.7	-1.2	2.2	1.0	30.5	8.9	-54.5
Cc1noc(C)c1S(=O)(=O)N(CC(=O)NC1CCC(C)CC1)c1ccc(C(C)C)cc1 (stereo unspecified)	23.8	-1.2	-0.1	-1.8	0.3	-2.9	7.1	-7.6	16.4
CCCSC1=N/C(=C\C=C\c2ccco2)C(=O)S1	22.3	-3.1	-0.9	0.4	-4.4	14.6	8.3	20.5	5.0
CC(=O)Nc1cccc(N(C)S(C)(=O)=O)c1	-13.0	6.3	-12.1	-0.4	-5.1	-8.7	-5.3	2.4	-24.1
c1ccc(NCc2ccccn2)cc1	7.9	3.0	1.2	0.2	-3.2	-1.5	-2.4	1.6	-7.9
Cc1cc(C(=O)COC(=O)c2n[nH]c3ccccc23)c(C)n1CC1CCCO1 (stereo unspecified)	43.5	-5.5	23.6	-3.3	3.4	20.5	20.7	6.9	-5.3
CNC(=O)/C(C#N)=C1/SC(Cc2ccc(F)cc2)C(=O)N1c1ccccc1 (stereo unspecified)	23.1	2.9	17.5	-1.6	-3.5	-4.7	12.0	-1.7	-16.0
N#C/C(=C(/O)COc1ccccc1)c1nc2ccccc2s1	6.6	-0.4	12.4	1.4	-0.2	7.4	-4.0	8.5	-10.0
CC(C(=O)N1CCCCC1)N1C(=O)c2ccccc2C1=O (stereo unspecified)	6.0	0.5	-5.0	-0.1	-0.6	5.0	-7.8	-13.2	-7.5
Cn1cc(S(=O)(=O)N2CCc3ccccc32)cc1C(=O)NC(C)(C)C	12.3	-2.3	9.2	1.4	1.8	2.1	28.7	-0.3	11.2
COc1ccc(CNC(=O)Cn2nnc(-c3ccc(NC(=O)C4CCCCC4)cc3)n2)cc1	61.1*	2.5	7.5	4.4	-6.7	-5.8	3.4	-9.7	3.1
CCOC(=O)C1CCCN(Cc2nc(N)nc(Nc3ccccc3OC)n2)C1 (stereo unspecified)	-11.0	-2.1	15.3	-0.1	-0.5	8.2	14.8	-4.7	-52.2
CCOC(=O)N1CCN(S(=O)(=O)N2CCCC(C(=O)NCc3ccccc3Cl)C2)CC1 (stereo unspecified)	20.9	-5.3	12.7	1.1	0.2	9.6	14.1	2.6	15.4
CCc1ccccc1NC(=O)CN1CCN(CC(=O)Nc2cc(C)ccc2OC)CC1	-4.7	-5.3	17.3	-0.9	-0.3	-3.0	11.5	-3.9	1.6
CC1CCCC(C)N1C(=O)COC(=O)c1cc(=O)[nH]c2ccccc12 (stereo unspecified)	9.3	-2.8	-4.4	2.7	-1.6	2.8	-1.0	4.0	9.1
CCc1nc2cccnc2n1-c1ccc(CC(=O)NC(C)CC)cc1 (stereo unspecified)	0.5	-5.2	-1.0	-2.1	-0.3	-2.6	-7.2	3.5	13.1
CCOC(=O)C(=O)N1CCN(c2cc3c(cc2[N+](=O)[O-])n(C)c(=O)n3C)CC1	-13.9	-0.8	7.1	0.8	-4.1	-7.4	1.7	-6.1	-22.9
